GPR151 activ: human GPR151 activation | activation, % at 11.2 µM | PathHunter beta-arrestin GPR151 cells, luminescence | actives 1% (n = 650,000) | Q8TDV0; in the data active = activation above about 4.9%;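 note: 0% = median of compound wells and 100% = cells with positive control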
Target sequence (Q8TDV0 whole entry, looked up): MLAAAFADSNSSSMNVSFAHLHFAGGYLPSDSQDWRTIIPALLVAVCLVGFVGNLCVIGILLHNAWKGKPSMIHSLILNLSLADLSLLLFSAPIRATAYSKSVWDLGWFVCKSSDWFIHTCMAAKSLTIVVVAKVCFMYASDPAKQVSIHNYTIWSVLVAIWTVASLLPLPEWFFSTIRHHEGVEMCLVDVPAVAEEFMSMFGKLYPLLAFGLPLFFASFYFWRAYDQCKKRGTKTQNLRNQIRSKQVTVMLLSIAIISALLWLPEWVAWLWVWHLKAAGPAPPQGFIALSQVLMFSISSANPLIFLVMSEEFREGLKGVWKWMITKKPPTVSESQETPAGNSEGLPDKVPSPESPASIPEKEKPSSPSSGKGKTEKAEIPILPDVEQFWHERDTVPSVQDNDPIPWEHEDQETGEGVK
TEAD-YAP inh: TEAD-YAP interaction inhibition | actives 1.4% (n = 640,000) | HEK-TIYL cells, TEAD-Gal4/YAP UAS-luciferase luminescence | inhibition, % at 9.12 µM; in the data active = inhibition above about 32%;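 note: 0% = median of test compound wells and 100% = reference inhibitor wells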
MITF inh: blocks human microphthalmia-associated transcription factor; O75030; AlphaScreen MITF homodimerization, bead proximity signal; inhibition, % at 2.6 µM; actives 0.91% (n = 650,000); AID 1259374; in the data active = inhibition above about 50%;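 note: 0% = vehicle wells with protein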
Target sequence (O75030 whole entry, looked up): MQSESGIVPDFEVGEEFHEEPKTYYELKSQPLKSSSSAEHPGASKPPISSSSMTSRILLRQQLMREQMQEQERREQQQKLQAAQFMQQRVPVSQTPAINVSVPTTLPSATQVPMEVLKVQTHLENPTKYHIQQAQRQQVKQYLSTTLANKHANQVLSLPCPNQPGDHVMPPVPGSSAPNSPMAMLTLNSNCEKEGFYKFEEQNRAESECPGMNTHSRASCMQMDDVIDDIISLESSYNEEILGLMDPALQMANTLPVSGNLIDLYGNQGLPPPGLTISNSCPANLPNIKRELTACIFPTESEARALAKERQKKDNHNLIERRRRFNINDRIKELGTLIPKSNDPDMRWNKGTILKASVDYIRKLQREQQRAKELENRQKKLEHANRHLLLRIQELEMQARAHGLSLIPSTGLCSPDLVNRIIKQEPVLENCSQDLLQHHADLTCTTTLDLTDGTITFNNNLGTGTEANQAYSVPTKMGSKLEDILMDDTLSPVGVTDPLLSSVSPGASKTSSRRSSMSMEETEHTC
FBW7 activator: activators of human E3 ligase FBW7; Q969H0; AID 1259310; normalized activity (activation), % at 26.1 µM; AlphaScreen FBW7–phospho-cyclin E peptide binding, activator screen; actives 0.13% (n = 650,000); in the data active = normalized activity above about 1.9%;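 note: purified mutant Fbw7 with reduced substrate affinity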
An asterisk follows results filed as active.

No.	molecule	GPR151 activ	TEAD-YAP inh
1	O=c1[nH]c(/C=C/c2ccco2)nc(O)c1[N+](=O)[O-]	0.1	2
2	COc1ccc(-c2noc(CNC(=O)CC(c3ccccc3)c3ccccc3)n2)cc1	0.2	3
3	O=S(=O)(c1cccc2nsnc12)N1CCN(c2ccccc2F)CC1	-0.3	5
4	CCOc1ccc(C(=O)Nc2ccccc2C(F)(F)F)cc1	-1.0	-34
5	Cc1ccc(-n2cc(C(=O)Nc3c(F)cccc3F)c3ccccc3c2=O)cc1C	-1.6	-2
6	CCOCC(=O)NCc1ccc2c(c1)OCO2	0.7	4
7	Cc1ccc(NC(=O)c2cnn(-c3ccccc3)c2NC(=O)c2ccccc2)cc1	1.7	7
8	CCOc1ccc2[nH]c3nc4ccccc4nc3c2c1	0.0	-46
9	CCCc1nc(SCC(=O)c2ccc(Cl)cc2)c2c(=O)n(C)c(=O)n(C)c2n1	1.9	4
10	CCC(Oc1ccccc1)c1nc(-c2ccc([N+](=O)[O-])cc2)no1 (stereo not given)	0.4	6
11	COc1ccc(Cc2noc(Cc3c(F)cccc3Cl)n2)cc1	0.1	0
12	COC(=O)CNC(=O)CN(c1ccc(OC)cc1OC)S(=O)(=O)c1ccccc1	0.5	-9

No.	MITF inh	FBW7 activator
1	83*	-0.7
2	10	0.0
3	-3	-0.1
4	-3	-0.1
5	-3	0.1
6	4	0.1
7	5	0.0
8	0	0.1
9	16	0.0
10	2	-0.5
11	3	0.2
12	1	-0.1

Continuation.
No.	molecule	GPR151 activ	TEAD-YAP inh
13	N#CC1=C(N)Oc2n[nH]c(-c3cccs3)c2C12C(=O)Nc1ccc([N+](=O)[O-])cc12 (stereo not given)	0.5	3
14	C/C(=N\NC(=O)c1ccc(N(C)S(=O)(=O)c2ccccc2)cc1)c1ccccc1	1.0	3
15	COc1ccc(CNC(=O)CCNC(C)=O)cc1OC	-2.3	-1
16	COc1ccc(Cl)cc1NC(=O)Cn1c2ccccc2c(=O)c2cc(C)ccc21	-0.6	-4
17	COc1ccc(C2/C(=C(/O)c3ccc(C)cc3)C(=O)C(=O)N2CCCN(C)C)cc1OC (stereo not given)	-1.4	-8
18	CC1CCN(C(=O)CSCc2ccc(Cl)cc2)CC1	1.2	-63
19	C=CCc1cc(/C=C2/SC(=O)N(CC(=O)OC)C2=O)cc(OCC)c1O	1.7	-7
20	CN(C)c1ccc(/C=C/c2ccc3ccccc3n2)cc1	-9.8	93*
21	O=C(NCc1ccccc1)c1ccc2c(c1)nc(SCc1cc(=O)n3cc(Cl)ccc3n1)n1c3ccccc3nc21	-0.7	10
22	O=C(NCC1CCCN1S(=O)(=O)c1cccs1)c1ccc(Cl)cc1 (stereo not given)	1.0	-3
23	O=C1CCc2cc(S(=O)(=O)N3CCOCC3)cc3c2N1CC3	-0.3	6
24	O=C(/C=C/c1ccco1)/C=C/c1ccco1	1.0	9

No.	MITF inh	FBW7 activator
13	11	-0.2
14	12	0.1
15	-12	-0.1
16	21	0.2
17	6	0.0
18	-9	0.1
19	-4	0.0
20	-35	0.8
21	12	0.0
22	2	0.1
23	10	0.5
24	68*	-0.2

An excerpt of these results, with tabs:
cpd	Compound	GPR151 activ	TEAD-YAP inh	MITF inh	FBW7 activator
5	Cc1ccc(-n2cc(C(=O)Nc3c(F)cccc3F)c3ccccc3c2=O)cc1C	-1.6	-2	-3	0.1
6	CCOCC(=O)NCc1ccc2c(c1)OCO2	0.7	4	4	0.1
7	Cc1ccc(NC(=O)c2cnn(-c3ccccc3)c2NC(=O)c2ccccc2)cc1	1.7	7	5	0.0
8	CCOc1ccc2[nH]c3nc4ccccc4nc3c2c1	0.0	-46	0	0.1
9	CCCc1nc(SCC(=O)c2ccc(Cl)cc2)c2c(=O)n(C)c(=O)n(C)c2n1	1.9	4	16	0.0
10	CCC(Oc1ccccc1)c1nc(-c2ccc([N+](=O)[O-])cc2)no1 (stereo not given)	0.4	6	2	-0.5
11	COc1ccc(Cc2noc(Cc3c(F)cccc3Cl)n2)cc1	0.1	0	3	0.2
12	COC(=O)CNC(=O)CN(c1ccc(OC)cc1OC)S(=O)(=O)c1ccccc1	0.5	-9	1	-0.1
13	N#CC1=C(N)Oc2n[nH]c(-c3cccs3)c2C12C(=O)Nc1ccc([N+](=O)[O-])cc12 (stereo not given)	0.5	3	11	-0.2
14	C/C(=N\NC(=O)c1ccc(N(C)S(=O)(=O)c2ccccc2)cc1)c1ccccc1	1.0	3	12	0.1
15	COc1ccc(CNC(=O)CCNC(C)=O)cc1OC	-2.3	-1	-12	-0.1
16	COc1ccc(Cl)cc1NC(=O)Cn1c2ccccc2c(=O)c2cc(C)ccc21	-0.6	-4	21	0.2
17	COc1ccc(C2/C(=C(/O)c3ccc(C)cc3)C(=O)C(=O)N2CCCN(C)C)cc1OC (stereo not given)	-1.4	-8	6	0.0
18	CC1CCN(C(=O)CSCc2ccc(Cl)cc2)CC1	1.2	-63	-9	0.1
19	C=CCc1cc(/C=C2/SC(=O)N(CC(=O)OC)C2=O)cc(OCC)c1O	1.7	-7	-4	0.0
20	CN(C)c1ccc(/C=C/c2ccc3ccccc3n2)cc1	-9.8	93*	-35	0.8
21	O=C(NCc1ccccc1)c1ccc2c(c1)nc(SCc1cc(=O)n3cc(Cl)ccc3n1)n1c3ccccc3nc21	-0.7	10	12	0.0

The results go on:
No.	molecule	GPR151 activ	TEAD-YAP inh
25	Cc1ccccc1CNCc1ccco1	0.0	-4
26	CC(=O)c1cc(C#N)c(SCC(=O)OC(C)C)nc1C	1.2	5
27	O=C(NCc1cccs1)c1cc2n(n1)C(C(F)(F)F)CC(c1ccccc1)N2 (stereo not given)	0.1	-3
28	COc1ccc(-c2noc(-c3cccc(OC)c3)n2)cc1	-5.0	-54
29	NNC(=O)c1ccc(COc2ccc(Br)cc2)o1	-0.6	2
30	O=C(CC1=CCCCC1)NCC1CCC2(CCN(C(=O)c3ccccn3)CC2)O1 (stereo not given)	-0.9	-32
31	O=C(Nc1ccc(F)c(Cl)c1)c1cc(S(=O)(=O)N2CCCc3ccccc32)ccc1F	1.5	17
32	Cc1ccccc1CNC(=O)C(C)n1ncn2cccc2c1=O (stereo not given)	-1.1	-3
33	CCC1CCCCN1C(=O)CSc1nnc(C)n2c1cc1occc12 (stereo not given)	-0.5	-9
34	CCSCCOC(=O)C1=C(C)NC2=C(C(=O)CC(C)(C)C2)C1c1cc(OC)c(OC)cc1OC (stereo not given)	0.0	-2
35	COC(=O)c1ccccc1S(=O)(=O)N1CCC(C(=O)OC(C)C(=O)NC(N)=O)CC1 (stereo not given)	0.4	9
36	Cc1cc(=O)n2[nH]cc(C(=O)N3CCN(Cc4ccco4)C[C@@H]3C(C)C)c2n1	0.3	2

No.	MITF inh	FBW7 activator
25	0	-0.1
26	-9	-0.1
27	-1	0.1
28	11	0.6
29	5	0.0
30	-4	0.0
31	-15	0.1
32	13	-0.1
33	2	-0.2
34	-8	0.0
35	2	0.0
36	-18	0.1

The results go on.
No.	molecule	GPR151 activ	TEAD-YAP inh
37	Cc1ccc(NC(=O)Cc2nnc(SCC(=O)Nc3ccccc3F)n2C)cc1Cl	1.7	-6
38	CCOc1ccc(NC(=O)C(=O)N/N=C/c2ccc(Cl)cc2Cl)cc1	0.9	4
39	CCN(CC)C(=O)c1cc2cc(Br)ccc2oc1=O	-0.3	9
40	Cc1nc(SCCC(C)C)c([N+](=O)[O-])[nH]1	3.2	-6
41	O=C(Cn1c2ccccc2c2cn[nH]c(=O)c21)N1CCOCC1	0.1	-7
42	Cc1cc(C)c(OCC(=O)Nc2nnn(C)n2)c(Br)c1	0.7	-5
43	Brc1cccc(-c2cnc3ccc(NCCCN4CCOCC4)nn23)c1	0.4	2
44	COc1ccc(CCNC(=O)c2ccccc2F)cc1OC	0.7	1
45	Cc1ccnc(NC(=O)Nc2cc3sccc3n2C)c1	0.4	-37
46	O=C(Nc1ccc(Cl)c(Cl)c1)c1cc(S(=O)(=O)NCc2ccc(F)cc2)ccc1F	-0.4	0
47	Cc1nonc1CNC1CCN(c2ccc(NC(=O)c3cccc(Cl)c3)cc2)CC1	-0.7	-17
48	O=C(c1ccc([N+](=O)[O-])cc1)N(Cc1ccc(Cl)cc1Cl)N1C(=O)CCCC1=O	1.2	4

No.	MITF inh	FBW7 activator
37	-4	-0.1
38	2	0.0
39	11	0.0
40	5	0.1
41	11	0.1
42	2	-0.2
43	13	0.0
44	-1	0.1
45	5	-0.3
46	12	0.1
47	15	-0.2
48	27	0.0

(next part)
No.	molecule	GPR151 activ	TEAD-YAP inh
49	O=C(Nc1nnc(-c2cccs2)s1)c1ccccc1Cl	0.0	-52
50	O=C(c1ccc(Br)s1)N1CCN(c2nc3ccccc3s2)CC1	-1.4	-2
51	Cc1ccc(CN(Cc2cc3cc(C)ccc3n3nnnc23)C(=O)N2CCOCC2)cc1	0.3	6
52	COc1ccc(S(=O)(=O)NCc2ccco2)cc1C	-1.3	-9
53	Cc1nc(N)sc1C(=O)N/N=C/c1c(Cl)ccc(Cl)c1Cl	1.1	9
54	CSc1nc2ccccc2c(=O)n1CCCN1CCCC1=O	1.2	-6
55	CC(=O)N(CN1C(=O)c2ccc([N+](=O)[O-])cc2C1=O)c1ccc(F)cc1	-1.4	0
56	C=CCSc1nsc(NC(=O)Nc2ccccc2OC)n1	0.5	-10
57	Cc1ccc(NCN2C(=O)c3cccnc3C2=O)nc1	2.0	7
58	O=C(CSc1nc2ccccc2s1)NNC(=O)C1CCCO1 (stereo not given)	0.3	2
59	Cc1cccc(NC(=O)C(=O)NCc2ccc(Cl)cc2)c1	0.2	3
60	Cc1ccccc1OCCC(=O)N/N=C/c1ccccc1	0.0	-4

No.	MITF inh	FBW7 activator
49	-3	0.1
50	2	-0.1
51	-12	-0.1
52	-8	-0.1
53	15	2.5*
54	-1	0.0
55	4	0.4
56	6	-0.1
57	1	0.1
58	-6	0.0
59	1	0.0
60	-4	-0.1

(more compounds)
No.	molecule	GPR151 activ	TEAD-YAP inh
61	CCCc1cc(C(=O)OCC)c(NC(=O)C2C3C=CC(C3)C2C(=O)O)s1 (stereo not given)	-1.5	5
62	CCOC(=O)c1ccc(NC(=O)c2cc(Cl)ccc2NC(=O)c2ccco2)cc1	3.0	2
63	COc1ccc(-c2c(NC(=O)c3ccc(OC)c(OC)c3)oc3c(C)cccc3c2=O)cc1	-2.4	-10
64	Cc1cc(Oc2ccc([N+](=O)[O-])cc2)nc(-n2nc(C)cc2C)n1	-0.3	-6
65	CCOc1ccc(-c2cc(C(=O)Nc3ccc(S(N)(=O)=O)cc3)c3ccccc3n2)cc1	0.6	-11
66	COc1cccc(OC)c1OCC(O)CN1CCCCC1C (stereo not given)	-1.2	7
67	Cc1cc(C)n(-c2ccc(Cl)c(C(=O)NN3CCOCC3)n2)n1	-0.4	1
68	COC(=O)/C=C1\SC(NC(C)=O)=NC1=O	-0.3	-5
69	Cc1ccccc1C(=O)NNC(=O)COc1ccc2ccccc2c1	2.8	1
70	O=c1[nH]nc(SCc2cn3ccsc3n2)c(=O)[nH]1	1.4	1
71	COC(=O)c1ccsc1NC(=O)CSc1ccccc1	-0.5	-46
72	Cc1cc(Cl)ccc1NC(=O)CCC(=O)N/N=C/c1c[nH]c2ccccc12	-0.4	11

No.	MITF inh	FBW7 activator
61	7	0.2
62	4	0.1
63	11	0.5
64	11	-0.1
65	16	1.1
66	-5	-0.1
67	13	0.0
68	12	0.0
69	-8	-0.3
70	-4	0.0
71	-1	-0.1
72	17	0.6

Following part:
No.	molecule	GPR151 activ	TEAD-YAP inh
73	CCn1c(CNC(=O)C23CC4CC(CC(C4)C2)C3)nnc1SC(C)C	-0.2	10
74	O=[N+]([O-])c1c(NCc2ccccc2)cc(N2CCOCC2)c2nonc12	-0.7	7
75	O=S(=O)(NCc1ccncc1)c1ccccc1	3.4	20
76	CC(NS(=O)(=O)c1cc(Cl)ccc1Cl)C(N)=O (stereo not given)	5.2*	-2
77	Cc1nnsc1S(=O)c1ccc2ccccc2c1 (stereo not given)	-0.9	19
78	C[C@@H]1NC(=O)[C@@H]2C[C@H](NC(=O)NCc3cccc(F)c3)CN2C1=O	1.3	1
79	Cc1cc([N+](=O)[O-])c(C)cc1-c1ccc(/C=C(\C#N)c2nc3ccccc3[nH]2)o1	-0.2	-7
80	COc1cccc([C@@H]2C[C@H]3CN(Cc4ccccc4OC)C(=O)[C@]34CCCN24)c1	-1.7	14
81	COc1ccccc1CN1C(=O)C(=O)c2ccccc21	-0.1	2
82	COC(=O)Cc1ccc(NC(=O)c2ccccc2Br)cc1	0.4	6
83	Clc1ccc(-c2nnc(SCc3ccccc3Cl)n2-c2ccccc2)c(Cl)c1	-0.9	-32

No.	MITF inh	FBW7 activator
73	1	0.1
74	-1	0.0
75	-4	-0.1
76	6	-0.2
77	-12	-0.1
78	1	0.0
79	-2	-0.3
80	9	0.5
81	13	-0.1
82	4	0.1
83	6	-0.1

Hits appear at their usual frequency (roughly 3.5% active in at least one column).
